CHO parental Ca: counter-screen for OX1R antagonists: effect in parental CHO cells | parental CHO-K1, ATP-induced calcium, Fluo-8 fluorescence | inhibition, % at 5.6 µM | 330,000 compounds, 0.63% hits;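 active = inhibition above that plate's mean sample inhibition plus 3 SD, cut at about 26% in these data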;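 note: 0% = ATP-challenged DMSO wells and 100% = DMSO wells without ATP; some compounds past the cut are filed as inactive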
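Test system: untransfected parental CHO cell line. Compound: one dose, 5.6 µM nominal. Detection: intracellular calcium via Fluo-8 no-wash fluorescent dye. Measure: % inhibition. Benchmarks: ATP-challenged DMSO wells low, unchallenged DMSO wells high.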
TAAR1 antag: human TAAR1 antagonism; Q96RJ0; CHO RD-HGA16 TAAR1, Fluo-8 calcium fluorescence, antagonist; inhibition, % at 3 µM; 360,000 compounds, 1.5% hits;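 active = inhibition above a per-plate cutoff, the mean inhibition of test compounds on that plate plus 3 SD, cut at about 49% in these data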;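 note: 0% = DMSO plus EC80 beta-PEA response and 100% = DMSO alone without agonist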
Target sequence (Q96RJ0 whole entry, looked up): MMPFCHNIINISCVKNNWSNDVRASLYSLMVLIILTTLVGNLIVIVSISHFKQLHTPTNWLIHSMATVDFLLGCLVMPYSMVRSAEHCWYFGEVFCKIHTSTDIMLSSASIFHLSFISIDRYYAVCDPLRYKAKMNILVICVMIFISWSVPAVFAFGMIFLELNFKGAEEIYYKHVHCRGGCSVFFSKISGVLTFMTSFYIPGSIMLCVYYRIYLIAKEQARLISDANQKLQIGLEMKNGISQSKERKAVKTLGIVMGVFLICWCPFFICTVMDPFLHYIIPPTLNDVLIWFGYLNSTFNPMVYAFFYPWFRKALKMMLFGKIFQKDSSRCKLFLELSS
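Test system: CHO RD-HGA16 cells bearing hTAAR1 | Reagent: β-PEA, EC80 | Compound dosing: 3 µM, single point | Schedule: Dye loading 75 min at 37 °C, then 30 min room temperature | Signal: Calcium fluorescence with Fluo-8 | Evaluation: Percent inhibition of PEA-evoked calcium signal, max/basal emission ratio | Control set: DMSO-only wells and EC80 β-PEA-stimulated wells | Repeats: Singlicate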
OXTR potentiator: potentiators of human oxytocin receptor. AID 2445. activation, % at 3 µM. CHO-OTR cells, Fluo-8 calcium fluorescence, potentiator mode; 0% = oxytocin EC15, 100% = EC100. P30559. 320,000 compounds, 0.061% hits;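 active = activation above that plate's cutoff, the mean activation of tested compounds plus 3 SD, cut at about 6.6% in these data, passing the limit was not always enough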;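 note: 100% uses oxytocin at 75 nM as the full agonist control; some results filed as inactive read as strong as hits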
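Dosing: Single dose, 3.0 µM nominal final compound concentration | Material: Human OTR in CHO cells | Technique: Kinetic Fluo-8 calcium fluorescence | Benchmarks: EC15 oxytocin alone as 0%, 75 nM oxytocin as 100% | Probe or stimulus: Oxytocin at about EC15, sub-maximal agonist stimulus | Incubation: Compound 6 min at room temperature before oxytocin, 100 s read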
M1 PAM parental: M1 PAM counterscreen hit in parental CHO-K1 cells. ATP EC20, Fluo-8 calcium fluorescence; 0% at ATP EC20, 100% at ATP max. activation, % at 3 µM. 360,000 compounds, 0.02% hits;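 active = activation above the run cutoff, the mean activation of all test compounds plus 3 SD, cut at about 40% in these data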;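 note: peak over basal fluorescence ratio in a 140 s read after ATP addition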
CHO-K1 Ca ag: M1 agonist counterscreen hit in parental CHO-K1 cells | AID 602248 | Fluo-8 calcium fluorescence; scaled to maximal ATP response, vehicle zero | 360,000 compounds, 0.48% hits | activation, % at 3 µM; in the data active = activation above about 15%;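 note: untransfected CHO-K1 host cells lacking M1 receptor as counterscreen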
TAAR1 agonist: human TAAR1 agonism; Q96RJ0; CHO RD-HGA16 TAAR1, Fluo-8 calcium fluorescence; vehicle wells 0%, saturating PEA agonist 100%; activation, % at 3 µM; 360,000 compounds, 0.99% hits;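 active = activation above the mean activation of all test compounds in the run plus 3 SD, cut at about 38% in these data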
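System: CHO RD-HGA16 cells carrying human TAAR1 plus Gα16; Incubation: 17-24 h seeding, 75 min 37 °C dye, 30 min RT; Measured by: Fluo-8 fluorescence, 5 s baseline then 140 s kinetic read; Control set: DMSO and PEA EC100; Replication: single well for each compound.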
V1aR counter: counter-screen for oxytocin receptor agonists: human V1a receptor agonists; 320,000 compounds, 0.25% hits; activation, % at 3 µM; AID 2797; CHO-V1R cells, Fluo-8 calcium fluorescence, agonist mode; 0% DMSO, 100% 3 nM vasopressin; P37288;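 active = activation above the mean activation of all tested compounds plus 3 SD, per screening run, cut at about 20% in these data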;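 note: signal is peak over basal fluorescence ratio across a 100 second FLIPR read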
Target sequence (P37288 whole entry, looked up): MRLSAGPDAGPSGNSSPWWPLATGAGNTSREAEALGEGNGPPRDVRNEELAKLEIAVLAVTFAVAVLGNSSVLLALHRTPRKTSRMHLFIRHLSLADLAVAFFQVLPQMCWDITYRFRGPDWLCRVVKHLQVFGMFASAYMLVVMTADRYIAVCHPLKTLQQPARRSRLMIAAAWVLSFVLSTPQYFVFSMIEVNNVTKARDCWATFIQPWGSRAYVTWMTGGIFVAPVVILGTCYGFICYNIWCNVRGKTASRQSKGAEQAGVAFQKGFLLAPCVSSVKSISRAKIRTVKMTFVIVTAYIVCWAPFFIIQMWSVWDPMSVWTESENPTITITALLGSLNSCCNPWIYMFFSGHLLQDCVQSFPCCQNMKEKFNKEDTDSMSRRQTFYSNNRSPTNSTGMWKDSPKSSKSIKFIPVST
CHO-K1 Ca antag: counter-screen for M1 antagonists: effect in parental CHO-K1 cells | AID 602250 | 360,000 compounds, 0.6% hits | ATP-induced calcium, Fluo-8 fluorescence | inhibition, % at 3 µM;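 active = inhibition above a per-plate cutoff, the plate's mean sample inhibition plus 3 SD, cut at about 24% in these data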;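 note: 0% = DMSO plus EC80 ATP and 100% = DMSO alone without ATP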
M1 ag: agonists of human M1 muscarinic receptor; CHO-K1 hM1, Fluo-8 calcium fluorescence, agonist mode; 0% DMSO, 100% acetylcholine EC100; 360,000 compounds, 0.33% hits; activation, % at 3 µM; P11229;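 active = activation above the run's mean compound activation plus 3 SD, cut at about 16% in these data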;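 note: peak over basal fluorescence ratio within a 140 s kinetic read after compound addition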
The depositor's hits bear a star; / = no result given.

SMILES | CHO parental Ca | TAAR1 antag | OXTR potentiator | M1 PAM parental | CHO-K1 Ca ag | TAAR1 agonist | V1aR counter | CHO-K1 Ca antag | M1 ag
CCCNS(=O)(=O)c1ccc(CCC(=O)Nc2ccc3c(c2)OCO3)cc1 | -6 | 2 | -8 | 5 | 0.9 | 4 | 1.6 | 5 | -1
CCN(CC)c1ccc(N=Cc2ccc(N(CC)CC)cc2O)cc1 | -20 | -6 | -6 | 0 | -0.5 | 11 | -1.0 | -11 | -10
COc1ccc(N2CS(=O)(=O)/C(=C/N(C)C)C2=O)cc1 | -4 | -10 | 1 | -1 | 0.0 | 5 | -0.1 | 1 | -4
O=C1c2cccc3cccc(c23)C(=O)N1Nc1ccccc1 | 3 | -15 | -8 | -7 | 0.3 | 5 | 4.1 | -2 | -1
COc1ccc(-c2nc(CS(=O)CC(=O)NC3CCCCCC3)c(C)o2)cc1 (centres undefined) | -21 | -1 | -4 | 15 | 1.1 | -2 | 0.8 | -7 | -3
O=C(CCN1C(=O)/C(=C\c2ccccc2)SC1=S)NNC(=O)c1ccccc1O | 3 | -19 | -30 | -5 | 8.8 | 8 | 8.7 | 3 | 1
O=C(NC1CCCCCCC1)C1CCN(S(=O)(=O)N2CCCC2)CC1 | -16 | -10 | -5 | 18 | 1.2 | 4 | 0.4 | -5 | -5
Cc1ccc(NC(=O)c2sc(N)nc2-c2ccc([N+](=O)[O-])cc2)cc1C | -1 | 6 | -1 | 11 | 1.0 | 1 | -0.4 | -6 | 0
C[C@@H]1CN([C@@H](C)CO)C(=O)c2cccc(NC(=O)c3nc4ccccc4s3)c2O[C@@H]1CN(C)CC1CC1 | -17 | -12 | -6 | 5 | 0.5 | 3 | 1.2 | -6 | -9
CCOc1ccccc1OCC(=O)Nc1ccc(S(=O)(=O)N(C)C)cc1 | -11 | 11 | -11 | -3 | 1.7 | 9 | 2.5 | 2 | 0

In the list so far, two contain an aryl methoxy group.
SMILES | CHO parental Ca | TAAR1 antag | OXTR potentiator | M1 PAM parental | CHO-K1 Ca ag | TAAR1 agonist | V1aR counter | CHO-K1 Ca antag | M1 ag
COc1ccc(N2CS(=O)(=O)/C(=C/N(C)C)C2=O)cc1 | -4 | -10 | 1 | -1 | 0.0 | 5 | -0.1 | 1 | -4
COc1ccc(-c2nc(CS(=O)CC(=O)NC3CCCCCC3)c(C)o2)cc1 (centres undefined) | -21 | -1 | -4 | 15 | 1.1 | -2 | 0.8 | -7 | -3

The listing picks up with the 4 entries that preceded the break.
SMILES | CHO parental Ca | TAAR1 antag | OXTR potentiator | M1 PAM parental | CHO-K1 Ca ag | TAAR1 agonist | V1aR counter | CHO-K1 Ca antag | M1 ag
O=C(NC1CCCCCCC1)C1CCN(S(=O)(=O)N2CCCC2)CC1 | -16 | -10 | -5 | 18 | 1.2 | 4 | 0.4 | -5 | -5
Cc1ccc(NC(=O)c2sc(N)nc2-c2ccc([N+](=O)[O-])cc2)cc1C | -1 | 6 | -1 | 11 | 1.0 | 1 | -0.4 | -6 | 0
C[C@@H]1CN([C@@H](C)CO)C(=O)c2cccc(NC(=O)c3nc4ccccc4s3)c2O[C@@H]1CN(C)CC1CC1 | -17 | -12 | -6 | 5 | 0.5 | 3 | 1.2 | -6 | -9
CCOc1ccccc1OCC(=O)Nc1ccc(S(=O)(=O)N(C)C)cc1 | -11 | 11 | -11 | -3 | 1.7 | 9 | 2.5 | 2 | 0
COc1ccc(OC)c(Nc2cc(-c3ccccc3)nc(N)n2)c1 | -6 | 16 | -9 | / | / | 0 | 1.2 | / | /
CC(=O)c1cccc(NC(=O)CN(c2ccccc2F)S(C)(=O)=O)c1 | -12 | 11 | 0 | 13 | 0.6 | 11 | 0.2 | -5 | -4
CC(=O)Nc1ccc(SCC(=O)c2cc(C)n(C)c2C)cc1 | -10 | 3 | -5 | 20 | 0.5 | 3 | 0.5 | -11 | -4
O=C(CCC(=O)c1ccccc1)NCCOc1ccccc1 | 5 | 6 | -9 | 10 | 1.9 | 8 | 0.6 | -4 | -4
CN(CC(=O)Nc1ccccc1Cl)C(=O)COC(=O)Cc1c(F)cccc1Cl | -3 | -15 | -9 | 14 | 3.6 | 2 | 2.4 | -12 | 0
C[C@@H]1CCCCO[C@@H](CN(C)C(=O)c2ccncc2)[C@@H](C)CN([C@H](C)CO)C(=O)c2cc(NC(=O)Cc3ccccc3)ccc2O1 | / | -9 | / | 1 | 0.3 | 2 | / | 9 | -4
Cc1ccc(S(=O)(=O)Nc2nc(C)c(C(=O)NN)s2)cc1 | -22 | -32 | 5 | -13 | 0.8 | 1 | 0.6 | -2 | -1
O=C(Cc1ccc(NC2=NC3CS(=O)(=O)CC3S2)cc1)Nc1ccc(F)cc1 (centres undefined) | -1 | -12 | -6 | 3 | 0.3 | 3 | -0.4 | 4 | -1
CCN1CCCc2cc(CN(CCN3CCOCC3)C(=S)Nc3ccc(OC)c(Cl)c3)ccc21 | 0 | -26 | 0 | 16 | 0.5 | 1 | 0.7 | -5 | -7
Cc1cc(C(=O)CCl)c(C)n1-c1cccc(S(=O)(=O)N2CCOCC2)c1 | -18 | -13 | -5 | / | / | 7 | 0.0 | / | /
CCCC(=O)Nc1ccc(C(=O)NCc2ccccn2)cc1 | -10 | 16 | -12 | 18 | 0.6 | 6 | 2.3 | -7 | -8
CN(C)S(=O)(=O)c1cc(NC(=O)COC(=O)Cc2ccc(Cl)cc2Cl)ccc1Cl | -12 | 13 | -5 | 4 | 1.6 | 4 | 1.0 | -1 | -8
O=C(CN1C(=O)NC2(CCc3ccccc32)C1=O)NCc1cccc(C(F)(F)F)c1 (centres undefined) | -18 | 3 | -6 | 11 | 0.8 | 1 | 1.0 | -7 | 0
Cc1ccccc1C(=O)NC1CC2CCCC(C1)N2CC(C)C (centres undefined) | / | 4 | / | -1 | 0.2 | 0 | / | -4 | -9
C/C(Cc1nnn(-c2cc(C)on2)n1)=N\O | -4 | -2 | -7 | 7 | 0.5 | 1 | 0.5 | -8 | -3
O=C(CSc1ccccn1)N/N=C/c1ccccc1[N+](=O)[O-] | -5 | 2 | -5 | 11 | 2.1 | 2 | 2.5 | -8 | -4
N#CC(=C(O)COC(=O)CCCNC(=O)c1ccc(Cl)cc1)c1nc2ccccc2[nH]1 | / | 2 | / | 2 | -0.3 | 2 | / | -4 | -5
CC(=O)c1cccc(CN2CCC(n3nccc3NC(=O)c3ccc4c(c3)OCO4)CC2)c1 | -21 | -2 | -8 | 15 | 0.3 | 0 | 0.0 | -10 | -6
Cc1ccc(O)c(NC(=S)NC(=O)CC(C)C)c1 | -6 | -8 | -10 | 7 | 0.2 | 5 | -0.2 | 1 | -6
Cn1c(N/N=C/c2ccccc2)nc2sc3c(c2c1=O)CCC3 | -12 | -5 | -12 | 8 | -0.3 | 9 | -0.6 | -10 | -4
Cc1ccc(-n2c(SCC(=O)Nc3cccc(S(N)(=O)=O)c3)nc3ccccc32)cc1 | 5 | -17 | -2 | -12 | -0.7 | -1 | -0.1 | 1 | 3
CCOc1ccc(N(C)S(=O)(=O)c2ccc(C)c(C(=O)NCCc3ccc(OC)cc3)c2)cc1 | / | 11 | / | -1 | 3.1 | 2 | / | -1 | -1
O=C(NCCc1ccccc1)C1CCCN1S(=O)(=O)c1cccc2nsnc12 (centres undefined) | -9 | -17 | -6 | 15 | 3.2 | 4 | 2.7 | -22 | -1
c1ccc2c(c1)oc1c(Nc3ccc4c(c3)OCO4)ncnc12 | -11 | -3 | -6 | -1 | -0.5 | 8 | -1.4 | -13 | -4
CCc1nc2c(OCC(=O)N3CCOCC3)cccn2c1N(C)C(=O)COc1ccccc1 | / | -16 | / | -3 | 0.0 | 1 | / | 3 | -4
CCc1ccccc1NC(=O)C1CCCN1S(=O)(=O)c1ccc(-c2ccc(=O)[nH]n2)s1 (centres undefined) | -12 | -5 | -9 | 15 | -0.3 | 1 | 0.5 | -7 | 0
Cc1cc(CSc2ccccc2)ccc1NC(=O)COc1ccccc1 | -15 | 39 | -13 | 14 | 1.8 | 19 | 3.0 | -4 | -5
COc1cc(-c2nc3c4ccccc4nc(=S)n3[nH]2)cc(OC)c1OC | -4 | 5 | 1 | 19 | 0.8 | 1 | -0.9 | -6 | -4
Cc1oc(-c2ccccc2F)nc1CS(=O)(=O)CC(=O)NCCN(C)C1CCCCC1 | -17 | 3 | -3 | 3 | -0.5 | 2 | -0.7 | -6 | -7
O=C1/C(=C/c2ccc(F)cc2)SC(=S)N1NS(=O)(=O)c1ccccc1 | -20 | -30 | -4 | -1 | 0.5 | -3 | 1.6 | -14 | -4
Cc1cc(CNC(=S)Nc2ccc(S(=O)(=O)Nc3ncccn3)cc2)nn1C | 2 | 4 | -8 | -9 | 0.9 | 1 | -0.5 | 1 | 0
CC(=O)c1ccc(C(C)(C)c2ccc(C(C)=O)s2)s1 | -4 | -2 | 1 | 5 | 1.5 | 3 | -1.0 | -2 | -6
CC(C)n1nc(C(=O)NNC(=O)c2ccc(OC(F)F)cc2)c2ccccc2c1=O | -17 | -2 | 2 | 8 | 0.0 | 2 | -1.0 | -4 | -5
COc1ccc(C(=O)O/N=C(\N)Cc2ccc([N+](=O)[O-])cc2)c(OC)c1 | -5 | -6 | -18 | 17 | 0.9 | 0 | -0.6 | -7 | -6
COc1cccc(CNCCOCCO)c1OC | -2 | -10 | -1 | -2 | 0.0 | 1 | -0.8 | 4 | 0
Cc1ccccc1N1CCN(Cc2nc(Cc3ccccc3)no2)CC1 | -14 | -6 | -1 | 9 | 0.2 | 0 | -0.7 | -6 | -6
O=C(NN1C(=O)/C(=C/c2ccc(O)cc2)SC1=S)c1cccc(O)c1 | 21 | 8 | -9 | 8 | 14 | 10 | 18 | 5 | 9
CCc1ccc(N2CCN(C(=O)N3CCOCC3)CC2)cc1 | -4 | 1 | -2 | 15 | 1.8 | 1 | 1.9 | -5 | -3
O=C(NNC(=O)c1cc2ccccc2oc1=O)c1ccccc1 | -1 | -18 | -10 | 8 | 0.0 | 8 | 0.7 | 6 | -5
COc1cccc(/C=N/NC(=O)CN2CC(c3ccccc3)CC2=O)c1OC (centres undefined) | -8 | -9 | -6 | 6 | 0.2 | 11 | 0.2 | 9 | -8
O=C(CCCN1C(=O)c2ccccc2C1=O)NCCN1C(=O)S/C(=C\c2cccs2)C1=O | -28 | 37 | -10 | -9 | 0.0 | 10 | 6.9 | -1 | -6
COc1cccc(Sc2ccccc2CN(C)C)c1 | -10 | -8 | -9 | -8 | 0.0 | 2 | 0.1 | 17 | 3

High-throughput results: PubChem, The Scripps Research Institute Molecular Screening Center
